HIV RNase H inh: inhibitors of HIV-1 reverse transcriptase RNase H; RT-RNase H RNA/DNA duplex cleavage, fluorescence; 1.9% of 65,000 active; inhibition, % at 10 µM; AID 565; in the data active = inhibition above about 50%
RmlCD inh mix: mixture blocks RmlC and RmlD coupled enzyme activity; RmlC/RmlD coupled enzyme inhibition, 384-well mixture HTS; inhibition, % at 5.5 µM; 0.39% of 110,000 active; in the data active = inhibition above about 30%, passing the limit was not always enough; note: strong numbers were not always called active
An asterisk follows results filed as active; . = not tested or not shown.

SMILES	HIV RNase H inh	RmlCD inh mix
O=c1[nH]c(=O)n(C2CCCO2)cc1F (stereo not given)	.	-14
c1ccc2c(c1)OCC(c1csc3ncnc(N4CCCC4)c13)O2 (stereo not given)	.	-16
Cn1cc(Cl)c(C(=O)OCC(=O)Nc2nc(-c3ccc(Br)cc3)cs2)n1	.	-3
COc1ccc(OCC(=O)O/N=C(\N)Cc2ccc(Cl)cc2Cl)cc1	.	3
CCc1ccc(C(C(=O)NCc2ccc(OC)cc2)N(CCOC)C(=O)Cc2cccs2)cc1 (stereo not given)	.	3
Cc1cc(OCC(=O)NCCCN2CCOCC2)cc(C)c1Cl	3	4
CC(/C=N/n1cnnc1)=C\c1ccccc1	.	4
CCCCN1C(=O)C(NC(=O)CC(C)C)(C(F)(F)F)C2=C1CC(C)(C)CC2=O (stereo not given)	.	11
O=C(NCCN1CCOCC1)c1cc2ccccc2o1	-2	161
O=C(NCc1ccccc1)c1cccnc1N1CCOCC1	-5	-8
CCCn1c(Sc2nc3c(c(=O)[nH]c(=O)n3C)n2CCC)nc2c1c(=O)[nH]c(=O)n2C	.	-9
O=C1CC2(CCCCCC2)Oc2ccccc21	.	-14
COc1ccc(N(CC(=O)Nc2ccc3c(c2)OCCO3)S(C)(=O)=O)c(OC)c1	2	6
O=S(=O)(c1ccc2ccccc2c1)N1C=CC(C(F)(F)F)=NCC1	.	-15
CCOC(=O)c1sc2ccc(S(=O)(=O)N3CCCCC3)cc2c1N	15	8
Cc1cccc(N(C(=O)c2sc(C)nc2C)C(C(=O)NCc2ccco2)c2ccccc2)c1 (stereo not given)	.	-44
CCOC(=O)C1CCN(C(=O)CCc2ccccc2)CC1	-8	5
CCCS(=O)(=O)N1CCC(C(=O)NCCc2ccc(OC)c(OC)c2)CC1	-21	-9
CCOc1ccc(C(=O)Nc2nnc(C(C)C)s2)cc1OCC	.	11
O=C(Nc1ccc(F)cc1F)c1noc2c1CCC2	0	12
COc1ccc(C(=O)NC(=S)N2CCC(C)CC2)cc1	.	-10
Fc1cnc(N2CCN(c3ccccc3)CC2)nc1N1CCN(c2ccccc2)CC1	11	.
Cc1cc(N2CCC(C(=O)NC3CC3)CC2)nc(-c2ccccc2)n1	6	3
CC(C)C(=O)Nc1cccc(-c2nc3ccccc3o2)c1	-10	0
CCCNC(=O)N1CCN(C(=O)NCCC)CC1	.	-8
O=C(Cn1sc2ccccc2c1=O)NC12CC3CC(CC(C3)C1)C2	.	16
O=C(c1cccc(-n2cnnn2)c1)N1CCOCC1	-15	8
CCn1nnc(-c2ccccc2NC(=O)c2cnccn2)n1	.	-7
CCCCCC(=O)Nc1ccc(N2CCN(CC)CC2)c(Cl)c1	-2	0
CC(=O)NCCSC(=O)c1ccc(F)cc1	-1	.
Cc1cc(C)c(C)c(C(=O)CSc2nnc(C)c(=O)[nH]2)c1C	.	-9
CCCC(CCC)C(=O)Nc1ccncc1	-3	-14
CC1=C(C(=O)OCc2ccccc2)C(c2cccs2)NC(=O)N1CCCC(=O)O (stereo not given)	.	6
CCC(=O)N1CCc2cc(Br)cc(S(=O)(=O)CCC(=O)NCCOC)c21	.	-6
COc1cccc(C(=O)N(CN2CCCC2=O)c2ccccc2OC)c1	-28	5
O=C1NC2(Nc3ccccc31)C(=O)Nc1ccccc12 (stereo not given)	2	-15
O=C(COc1ccccc1)N1CCNC1=O	-9	3
CCC(=O)Nc1nc2ccccc2n1CCN1CCOCC1	-12	.
FC(F)(F)c1ccc(CN2C[C@@H]3C(c4ccc(Cl)nc4)C4(c5cccnc5)CC3(C4)[C@H]2c2ccccc2)cc1 (stereo not given in full)	.	-10
CC(=O)c1ncnn1CC(=O)c1ccc(Cl)cc1Cl	-6	-14
Cc1cc(C)cc(Oc2ccc(C(F)(F)F)cc2C#N)c1	.	6
CCc1cccc(C)c1NC(=O)C(c1ccccc1)N1CCC1=O (stereo not given)	.	-11
Cc1ccccc1C1=NCC(=O)N(CC(=O)NCc2ccco2)c2sc3c(c21)CCCC3	-3	-12
COc1ccc(CNC(=O)C(C#N)c2nc3ccccc3nc2N2CCN(C)CC2)cc1 (stereo not given)	-45	9
CCC(C)[C@H]1CNC(=S)N1CCC12CC3CC(CC(C3)C1)C2 (stereo not given in full)	.	10
O/N=C1\CCCc2oc3c(c21)CCCC3	-4	7
C/C(=N\NC(=O)CSCc1cccc(Br)c1)c1ccc([N+](=O)[O-])cc1	.	13
CCN(CC)C(=O)CSc1nc(C)cc(-c2cccs2)c1C#N	25	-15
COc1cc(N2CCCC2)c(OC)cc1/C=C(/C#N)c1ccc(F)cc1	.	10
CN(C)c1ccc(/C=C/c2nc3ccccc3s2)cc1	.	-6
COCCn1c(=O)[nH]c2cc(C(=O)NCc3ccccc3)ccc2c1=O	.	-8
O=C(NCC(c1cccnc1)N1CCN(c2ccc(F)cc2)CC1)c1cccc(Cl)c1 (stereo not given)	-25	114
CCOC(=O)C1CCN(C(=O)CN(c2ccc(Cl)c(C(F)(F)F)c2)S(C)(=O)=O)CC1	-5	-2
CC(=O)c1cccc(NC(=O)N2CCCc3ccccc32)c1	-7	-19
CCCOc1ccc(N2C(=O)CC(NCc3cccs3)C2=O)cc1 (stereo not given)	.	-4
COC(=O)c1ccccc1Oc1c(F)c(F)nc(N2CCOCC2)c1F	.	15
c1ccc(Cc2nnc(Sc3ccccc3)c3ccccc23)cc1	.	5
CCC(=O)N1CCN(c2ccccc2NC(=O)c2cccc(C)c2)CC1	-30	-11
CCOC(=O)c1ccc(NC(=O)N2CCN(c3ccccn3)CC2)cc1	-6	-10
Cc1nc(CS(=O)c2ccccc2)cc(N2CCOCC2)n1 (stereo not given)	.	-6

(more compounds)
SMILES	HIV RNase H inh	RmlCD inh mix
O=C(CCc1nc(-c2ccccc2)no1)NCc1cccnc1	.	12
S=C(Nc1ccc(Br)cc1)N1CCN(C2CCCCC2)CC1	.	-12
c1ccc(OCCn2cnc3ccccc32)cc1	-39	-7
Cc1cc(C)c2c(N)c(S(=O)c3ccc(C(C)(C)C)cc3)sc2n1 (stereo not given)	.	9
Nc1nnc(COc2ccc(Br)cc2Br)s1	-44	-6
COc1cccc(C2C(C(=O)c3cccs3)=C(O)C(=O)N2CCN(C)C)c1OC (stereo not given)	-5	11
Fc1ccc(CN2CCSCC2)cc1Br	-4	7
COc1ccc(C2=NOC(C(=O)Nc3ccc(C(C)=O)cc3)C2)cc1OC (stereo not given)	-6	9
Cc1ccc(C2C(C(=O)O)c3ccccc3C(=O)N2C)o1 (stereo not given)	.	5
Clc1ccc(CNCCC2=CCCCC2)cc1	.	15
CCOc1ccc(CN(CCCl)CCCl)cc1C(=O)OC	.	-6
CCc1sc(N(C(=O)Cc2ccccc2)c2ccccc2)nc1-c1ccccc1	.	-11
Cc1nn(CCc2n[nH]c(=S)n2C2CCCCC2)c(C)c1Br	.	-7
O=S(=O)(CCSc1nc2ccccc2s1)c1nc2ccccc2s1	.	5
CCC(=O)Oc1oc(-c2ccccc2)nc1C=Nc1ccccc1OC	-6	-9
COc1ccc(OC)c2c(N)c(C#N)c(C(F)(F)C(F)(F)F)nc12	-3	-37
COC(=O)c1sccc1-n1cccc1C(=O)N1CCOCC1	.	6
CCC(=O)N1CCN=C1SCc1ccccc1Cl	-67	9
CCO[C@@H]1OC(C(=O)N2CCOCC2)=C[C@H](c2ccc(Br)cc2)[C@H]1CCCO	.	6
CCOc1cc2[nH]c(=S)n(CCCC(=O)N3CCC4(CC3)OCCO4)c(=O)c2cc1OCC	2	5
CC(C)(C)OC(=O)N1CCC[C@H]1C(=O)NCC1CCC(C(=O)O)CC1 (stereo not given in full)	-4	2
O=S(=O)(c1cccs1)n1nnc2ccccc21	-130	13
COCCN(C(=O)C(C)C)c1nnc(-c2ccc(C)cc2)s1	.	9
COC(=O)c1ccc(NC(=O)CCN2CCN(Cc3ccccc3)CC2)cc1	.	-15
CCOC(=O)c1sc(NC(=O)CSc2nc3c(c(=O)n2-c2ccc(C)cc2)SCC3)c(C(=O)OCC)c1C	.	-4
Cc1nc(CNS(=O)(=O)c2ccc3c(c2)CCCC3)cs1	-9	-14
c1ccc(-c2noc(-c3cccnc3)n2)nc1	-5	9
Cc1cccc(-c2nc(CSCC(=O)NCc3cccs3)c(C)o2)c1	.	-14
COC(=O)c1ccc(C(=O)Nc2ccc3nc(-c4cccnc4)[nH]c3c2)cc1	.	-50
c1ccc(-c2csc3ncn4cnnc4c23)cc1	-22	6
CCOC(=O)C1C(=O)NC(c2ccccc2)=NC1c1ccc(C(C)C)cc1 (stereo not given)	.	-16
CCOC(=O)N1CCC(NC(=O)c2cccnc2SC)CC1	-34	12
COc1ccc(COC(=O)NNC(=O)c2ccccc2Cl)cc1	.	16
CCOC(=O)CNC(=O)CSc1nnnn1-c1cc(C)ccc1C	-45	5
COc1ccc(CNC(=O)C2CC=CCC2C(=O)O)cc1OC (stereo not given)	3	-8
CCOC(=O)C1CCCN(c2ncnc3c2cnn3-c2ccc(Cl)cc2)C1 (stereo not given)	-8	9
CN(C)c1ccc(-c2noc(C3CCN(S(=O)(=O)c4cccc(C(=O)O)c4)CC3)n2)cc1	.	-15
CCc1nc(C)cn1S(=O)(=O)c1cc(Br)ccc1OC	-45	7
COC(=O)c1cc(Oc2ccc(C(=O)OC)cc2N)cc(C(=O)OC)c1	4	-9
CCCCNc1cc(NC(C)=O)cc2cc(OC)c(OC)cc12	2	-9
COc1cccc(N2C(=O)C3CCCN3C2c2ccc(F)cc2)c1 (stereo not given)	-11	8
COc1cccc(-n2nnnc2SCC(=O)NCc2ccco2)c1	-16	-13
O=P(O)(CP(=O)(c1ccccc1)c1ccccc1)c1ccccc1	-16	9
COC(=O)c1cc(S(=O)(=O)n2nc(C)cc2C)c(Cl)cc1Cl	-14	-16
C=CCNC(=O)NC(=O)COC(=O)/C(C#N)=C/c1cc(C)n(CC(C)C)c1C	.	-9
CC(NC(=O)Cc1ccccc1)c1nc2ccccc2[nH]1 (stereo not given)	2	-8
COc1ccc(S(=O)(=O)N(CCc2ccccc2)CC(=O)N2CCOCC2)cc1	2	9
COc1cc(NS(=O)(=O)c2ccc(F)cc2)c(OC)cc1NC(=O)C1CC1	-3	-1
CCCCOC(=O)c1cc(-c2ccc(/C=N/n3cnnc3)o2)ccc1Cl	.	17
CCCNC(=O)c1c(N)n(CC2CCCO2)c2nc3ccccc3nc12 (stereo not given)	-15	29
Cc1cccn2c(=O)c(/C=C3\SC(=S)N(CC(C)C)C3=O)c(NCCCOC(C)C)nc12	.	14
O=c1[nH]c2c(c(=O)n1C1CCCCC1)CCC2	-4	23
CCOc1ccc(S(=O)(=O)N(CC(=O)N/N=C/c2cccs2)c2ccc(C)cc2)cc1	.	-15
COc1ccc2nc(SCC(=O)NC(C)C)[nH]c2c1	-5	11
CCOc1ccc(S(=O)(=O)N(C)c2ccc(OCC(=O)OCc3c(C)noc3C)cc2)cc1	3	3
CCCCOC(=O)CSC1=C(C#N)C(c2ccc3c(c2)OCO3)CC(=O)N1 (stereo not given)	-5	-17
Oc1cccc2nc3ccccc3nc12	.	-18
Cc1cc2ccccc2c(=O)n1CC(=O)NCC(=O)N(C)Cc1ccccc1	-14	3
COc1ccccc1CNC(=O)Nc1cccs1	-2	9
CCOc1ccccc1OCC(O)CNC (stereo not given)	-12	0

Following part.
SMILES	HIV RNase H inh	RmlCD inh mix
COCc1[nH]nc2c1C(c1ccccc1Cl)C(C#N)=C(N)O2 (stereo not given)	-46	-11
N#Cc1nc(-c2ccc(OCc3ccccc3)cc2)oc1NCc1ccco1	28	6
COc1ccc2c(c1)C(C)=CC(C)(C)N2C(=O)CNCc1ccc2c(c1)OCO2	-8	9
CCOC(=O)/C(C#N)=C/c1ccc(OCC(=O)Nc2cc(C)ccc2C)c(OC)c1	.	-22
CC(=O)Nc1nc2n(n1)C(c1ccc(Cl)cc1)C=C(C)N2 (stereo not given)	0	-10
CCCc1cc(=O)[nH]c(NCc2ccc(Cl)cc2)n1	-20	8
CCOc1ccccc1-c1cc(-c2ccc(OC)cc2)nc2c1c(=O)n(C)c(=O)n2C	35	-11
CCOc1ccc(OCc2ccc(C(=O)OCc3ccccn3)o2)cc1	-24	.
COC(=O)c1nc(NC(=O)c2ccccc2)n[nH]1	.	-7

In the list so far, these have a Cl atom:
SMILES	HIV RNase H inh	RmlCD inh mix
Cn1cc(Cl)c(C(=O)OCC(=O)Nc2nc(-c3ccc(Br)cc3)cs2)n1	.	-3
COc1ccc(OCC(=O)O/N=C(\N)Cc2ccc(Cl)cc2Cl)cc1	.	3
Cc1cc(OCC(=O)NCCCN2CCOCC2)cc(C)c1Cl	3	4
CCCCCC(=O)Nc1ccc(N2CCN(CC)CC2)c(Cl)c1	-2	0
FC(F)(F)c1ccc(CN2C[C@@H]3C(c4ccc(Cl)nc4)C4(c5cccnc5)CC3(C4)[C@H]2c2ccccc2)cc1 (stereo not given in full)	.	-10
CC(=O)c1ncnn1CC(=O)c1ccc(Cl)cc1Cl	-6	-14
O=C(NCC(c1cccnc1)N1CCN(c2ccc(F)cc2)CC1)c1cccc(Cl)c1 (stereo not given)	-25	114
CCOC(=O)C1CCN(C(=O)CN(c2ccc(Cl)c(C(F)(F)F)c2)S(C)(=O)=O)CC1	-5	-2
Clc1ccc(CNCCC2=CCCCC2)cc1	.	15
CCOc1ccc(CN(CCCl)CCCl)cc1C(=O)OC	.	-6
CCC(=O)N1CCN=C1SCc1ccccc1Cl	-67	9
COc1ccc(COC(=O)NNC(=O)c2ccccc2Cl)cc1	.	16
CCOC(=O)C1CCCN(c2ncnc3c2cnn3-c2ccc(Cl)cc2)C1 (stereo not given)	-8	9
COC(=O)c1cc(S(=O)(=O)n2nc(C)cc2C)c(Cl)cc1Cl	-14	-16
CCCCOC(=O)c1cc(-c2ccc(/C=N/n3cnnc3)o2)ccc1Cl	.	17
COCc1[nH]nc2c1C(c1ccccc1Cl)C(C#N)=C(N)O2 (stereo not given)	-46	-11
CC(=O)Nc1nc2n(n1)C(c1ccc(Cl)cc1)C=C(C)N2 (stereo not given)	0	-10
CCCc1cc(=O)[nH]c(NCc2ccc(Cl)cc2)n1	-20	8

Assay outcomes: PubChem, several laboratories

The list is partial (hit frequency here may not be typical).
